Screening data deposited in PubChem by several laboratories.
GC-A act: GC-A (human) enzyme activation. P16066. HEK293 GC-A cells, cGMP TR-FRET, EC30 ANP; 0% at EC30 ANP, 100% saturating ANP. activation, % at 10 µM. actives 0.14% (n = 370,000); in the data active = activation above about 40%
GAA850 FXN act: frataxin GAA850 promoter activation | HEK293 lucGAA850 FXN promoter luciferase reporter, 24 h; percent of 10 µM SAHA response | activation, % at 6 µM | actives 0.56% (n = 360,000) | AID 540364;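 active = activation above the average of all compounds screened plus 3 SD, cutoff fixed separately per campaign, cut at about 7.5% in these data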;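 note: 0% = DMSO wells and 100% = 10 µM SAHA wells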
ARFGAP1 inh: inhibitors of rat ARFGAP1. inhibition, % at 16.5 µM. actives 0.26% (n = 360,000). Arfgap1-stimulated ARF1 GTP hydrolysis, GDP FP detection. Q62848;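 active = inhibition above a per-plate limit, mean inhibition of low control wells plus 3 SD, cut at about 25% in these data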;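 note: 0% = DMSO wells with enzyme and 100% = wells lacking Arfgap1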
Target sequence (Q62848 1-136 limits assumed): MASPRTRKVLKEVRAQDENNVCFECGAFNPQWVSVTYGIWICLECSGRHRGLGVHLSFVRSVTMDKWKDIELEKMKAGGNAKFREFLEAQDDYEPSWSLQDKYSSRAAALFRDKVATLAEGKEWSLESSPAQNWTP
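material = rat Arfgap1 catalytic domain, aa 1-136 | also added = human ARF1(Δ1-17)-GTP substrate | compound dosing = one concentration, 16.5 µM, DMSO 1.26% | times = GTP hydrolysis reaction 2 h at 25 °C | measured by = FP, GDP Alexa 633 tracer displaced from anti-GDP antibody, 620/688 nm | evaluation = percent inhibition of Arfgap1-stimulated GTP hydrolysis | replication = single well per compound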
DDE Tn6 FP inh: inhibitors of Tn6 peptide binding to human fibrin DD(E); P02675; Fibrin DD(E) TRITC-Tn6 fluorescence polarization displacement; inhibition, % at 8.3 µM; actives 0.21% (n = 370,000);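 active = inhibition above a per-campaign cutoff: mean of compounds within control limits plus 3 SD, cut at about 15% in these data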;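 note: 0% = median of all compound wells on the plate and 100% = blocking peptide control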
GC-B act: GC-B (human) receptor activation. activation, % at 10 µM. AID 1920062. HEK293-GC-B cells, CNP EC30, cGMP TR-FRET; 0% at EC30 CNP, 100% saturating CNP. actives 0.11% (n = 370,000). P20594;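 active = activation at 10 µM reaching about 35% in either raw or pattern-adjusted values, limit read from the data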
rCAG binder: r(CAG) repeat RNA binding | TO-PRO-1 dye displacement fluorescence | inhibition, % at 3 µM | actives 1.3% (n = 370,000);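 active = inhibition above the plate cutoff, the mean of all test compounds on that plate plus 3 SD, cut at about 35% in these data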;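 note: 0% = DMSO alone and 100% = 100 µM mitoxantrone as full dye displacement; higher means more dye released from RNA so lower well fluorescence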
ADAM10 inh: inhibitors of human ADAM10; O14672; recombinant ADAM10, EDANS/DABCYL FRET peptide cleavage, 3 h; inhibition, % at 7 µM; actives 0.62% (n = 370,000); AID 720582;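 active = inhibition above a per-campaign cutoff equal to the mean of compounds falling between control-based bounds plus 3 SD, cut at about 20% in these data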;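 note: 0% = DMSO wells while the 100% control is not disclosed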
Target sequence (O14672 214-748 limits assumed): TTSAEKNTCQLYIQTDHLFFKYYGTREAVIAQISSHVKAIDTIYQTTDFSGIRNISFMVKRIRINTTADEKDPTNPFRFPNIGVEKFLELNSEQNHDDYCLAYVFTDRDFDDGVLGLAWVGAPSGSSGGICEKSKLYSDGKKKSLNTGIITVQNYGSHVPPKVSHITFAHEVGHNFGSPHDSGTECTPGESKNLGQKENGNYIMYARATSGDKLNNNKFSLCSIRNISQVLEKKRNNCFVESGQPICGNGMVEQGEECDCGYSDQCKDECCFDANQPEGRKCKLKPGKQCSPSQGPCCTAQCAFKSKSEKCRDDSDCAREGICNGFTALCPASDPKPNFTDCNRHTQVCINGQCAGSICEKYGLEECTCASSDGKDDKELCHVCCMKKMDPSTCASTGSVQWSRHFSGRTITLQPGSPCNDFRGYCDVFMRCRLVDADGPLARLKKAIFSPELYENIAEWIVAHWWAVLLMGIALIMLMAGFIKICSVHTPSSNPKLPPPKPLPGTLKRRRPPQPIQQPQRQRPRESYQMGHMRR
sPLA2-III inh: Inhibits HGIII-sPLA2 liposome hydrolysis, primary screen. QFRET BODIPY PC-A2 liposome hydrolysis, fluorescence. inhibition, % at 12.2 µM. actives 0.56% (n = 370,000). AID 743126;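 active = inhibition above mean plus 3 SD of compounds lying within the high and low control bounds, cut at about 19% in these data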;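 note: 0% = median of test compound wells and 100% = no enzyme DMSO wells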
proKLK7 act: activates the human kallikrein-7 zymogen; P49862; purified proKLK7, EDANS-DABCYL substrate fluorescence; 100% is mature enzyme control, 0% vehicle; activation, % at 7 µM; actives 0.9% (n = 370,000); AID 652039;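 active = activation above the mean of all tested compounds plus 3 SD, computed per campaign excluding outliers beyond control limits, cut at about 13% in these data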
Target sequence (P49862 whole entry, looked up): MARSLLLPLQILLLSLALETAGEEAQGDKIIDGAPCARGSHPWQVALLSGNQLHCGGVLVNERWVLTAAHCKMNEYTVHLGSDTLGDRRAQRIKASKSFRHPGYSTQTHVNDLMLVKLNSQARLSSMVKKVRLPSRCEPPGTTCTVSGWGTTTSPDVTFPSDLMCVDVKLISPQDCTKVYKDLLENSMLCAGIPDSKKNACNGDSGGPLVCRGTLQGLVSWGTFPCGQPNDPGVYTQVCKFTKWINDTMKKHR
ASAP1 GAP inh: blocks human ASAP1-stimulated Arf1 GTP hydrolysis; GDP FP detection; inhibition, % at 16.5 µM; AID 624377; Q9ULH1; actives 0.19% (n = 360,000); in the data active = inhibition above about 25%;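 note: 0% = vehicle with enzyme and substrate and 100% = no enzyme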
* = called active by the depositor; i = inactive; · = no result given.

Compound	GC-A act	GAA850 FXN act	ARFGAP1 inh	DDE Tn6 FP inh	GC-B act	rCAG binder	ADAM10 inh	sPLA2-III inh	proKLK7 act	ASAP1 GAP inh
Cc1ccc(OCCNC(=O)C2CC(=O)N(c3ccc(C)cc3)C2)cc1 (stereo not given)	3	-0.4	10	2	-1	2	3	6	-0.2	8
CN(C)S(=O)(=O)c1ccc2nnn(OCC(=O)NC34CC5CC(CC(C5)C3)C4)c2c1	-2	3.6	1	-6	7	-2	-1	14	0.1	8
CN1CCc2c(sc(NC(=O)Cc3ccccc3)c2C#N)C1	10	1.3	-5	5	13	3	-37	-5	1.1	-6
O=C(NCCCN1CCCC1=O)c1cc2c(s1)CCCCC2	0	3.5	8	-3	0	-4	2	13	0.2	3
Cc1ccccc1N(C=O)c1ccccc1C	-1	1.8	-14	7	-3	1	-11	5	-0.4	-9
COc1cccc(N2CC(NC(=O)c3cccc4ccccc34)CC2=O)c1 (stereo not given)	0	0.7	-11	0	4	-3	0	-2	0.9	-15
COC(=O)c1ccc2nc(C3CCCCC3)c(Cc3cccc(Cl)c3)n2c1	-4	·	10	-2	1	7	-21	1	-0.5	1
Cc1ccc(NC(=O)C2CCCN2S(=O)(=O)c2ccc3c(c2)n(C)c(=O)c(=O)n3C)cc1C (stereo not given)	1	0.7	-8	0	-4	2	-15	0	0.2	4
O=C(NCCO)c1ccc2nc(Cc3cccc(Cl)c3)oc2c1	-1	0.6	8	-5	-1	0	2	-15	-0.3	-5
COc1ccccc1N1CCN(C(=O)C(F)F)CC1	2	2.8	11	-7	-4	-2	4	-1	0.0	1
CC(=O)Nc1cccc(-c2csc(Nc3cccc(C)n3)n2)c1	20	2.4	8	-9	-8	14	7	-41	-0.2	9
O=C1NC(=S)CN1c1ccccc1	-3	-1.0	-3	-4	1	-4	-3	-2	0.2	-7
Cc1ccc(N(CC(=O)NCc2ccccc2Cl)S(=O)(=O)c2cccs2)cc1	-3	-1.9	-4	0	-3	1	14	-12	1.1	-3
O=C(CN1C(=O)NC2(CCCCC2)C1=O)Nc1ccc(N2CCOCC2)cc1	3	0.2	11	-8	8	-4	-2	-1	-0.1	-21
COCCCNC(=S)NNC(=S)Nc1ccccc1	5	5.6	-10	-1	1	2	6	12	-0.5	5
CCN(CC)S(=O)(=O)c1ccc(N2CCOCC2)c(NC(=O)CN2C(=O)NC3(CCCC3)C2=O)c1	-1	1.2	0	-2	-5	0	-2	-2	-0.9	-9
O=C(CSc1nnnn1-c1ccccc1)NCC1(N2CCCCC2)CCCCC1	-1	3.6	-13	4	4	0	-14	2	-0.5	7
Cc1ccc(S(=O)(=O)N2[C@@H](c3ccc(Br)cc3)C(C(=O)O)=CC[C@H]2c2ccc3c(c2)OCO3)cc1	0	-0.4	-2	8	1	67*	-3	-15	-0.4	4
COc1cc(OC)cc(C(=O)OCC(=O)Nc2ccc(N3CCCCC3)cc2)c1	-6	1.2	10	-10	6	-6	8	-2	0.0	-10
Cc1nn2c(N)c(C#N)cnc2c1-c1ccccc1	0	9.0*	-2	7	1	3	-4	7	-0.1	-3
Cc1ccc(/C=C/C(=O)Nc2cc(S(=O)(=O)N3CCOCC3)ccc2N2CCOCC2)cc1	0	0.2	1	4	-1	3	4	-6	0.3	-3
Brc1csc(/C=N/Nc2nc3ccccc3s2)c1	12	4.3	0	-26	-8	15	5	18	-6.6	10
Cc1ccc(C(C(=O)NC2CCCCC2)N(Cc2ccco2)C(=O)Cn2cnc3ccccc32)cc1 (stereo not given)	-15	-2.8	-1	4	-8	-3	-7	-10	0.2	-9
CCc1noc(C)c1C(=O)N1CCN(S(=O)(=O)c2cccs2)CC1	0	1.9	14	-4	1	-2	-3	-10	0.0	2
CCOCCCn1c(=NC(=O)c2cccs2)c(C#N)cc2c(=O)n3cccc(C)c3nc21	8	0.0	-24	3	-8	1	i	-2	6.3	0
CCOC(=O)c1ccc(NC(=S)N(CCN(C)C)C(C)c2ccncc2)cc1 (stereo not given)	5	1.7	-3	3	0	-5	6	2	0.1	6
Cc1[nH]c2ccccc2c1C(=O)CN1CCCCC1C (stereo not given)	-1	0.9	-2	4	-1	5	-8	0	0.5	-1
CC(/C=C/c1ccc2c(c1)OCO2)=N/NC(=O)c1ccc(C)nc1	-6	0.9	23	-1	6	3	-26	19	0.1	-6
CS(=O)(=O)c1ccc(Cl)c(NC(=O)CN2C(=O)C3CCCCC3C2=O)c1 (stereo not given)	3	-1.7	-3	2	1	1	1	4	0.2	-3
CCOC(=O)[C@@H]1[C@H]2COc3ccc(Br)cc3[C@@H]2N2C(=O)N(c3ccc(C(F)(F)F)cc3)C(=O)[C@@]12C	-8	0.9	7	2	-4	0	2	1	-0.3	12
COc1ccc(C)cc1NC(=O)C(OC(=O)CNC(=O)c1cc(C)cc(C)c1)c1ccccc1 (stereo not given)	-10	0.5	4	-2	-6	1	5	-4	0.1	12
CCCC1(c2ccccc2)NC(=O)N(CC(=O)Nc2cc(C)on2)C1=O (stereo not given)	1	0.2	12	-4	2	-4	-4	0	0.3	-12

Quoted from the entries so far (two entries):
Compound	GC-A act	GAA850 FXN act	ARFGAP1 inh	DDE Tn6 FP inh	GC-B act	rCAG binder	ADAM10 inh	sPLA2-III inh	proKLK7 act	ASAP1 GAP inh
COc1ccc(C)cc1NC(=O)C(OC(=O)CNC(=O)c1cc(C)cc(C)c1)c1ccccc1 (stereo not given)	-10	0.5	4	-2	-6	1	5	-4	0.1	12
CCCC1(c2ccccc2)NC(=O)N(CC(=O)Nc2cc(C)on2)C1=O (stereo not given)	1	0.2	12	-4	2	-4	-4	0	0.3	-12

Next compounds follow:
Compound	GC-A act	GAA850 FXN act	ARFGAP1 inh	DDE Tn6 FP inh	GC-B act	rCAG binder	ADAM10 inh	sPLA2-III inh	proKLK7 act	ASAP1 GAP inh
CCOc1ccc(C2C(C#N)=C(N)Oc3cc(C)oc(=O)c32)cc1 (stereo not given)	-2	0.5	14	0	4	1	3	-3	0.3	-6
O=C(Nc1ccc(Cl)cc1)Nc1nnc(CSCc2ccccc2)s1	3	2.5	0	-3	4	5	3	-8	0.3	9
CN(Cc1ccncn1)C(=O)C1CCC(=O)N(Cc2cccc(C(F)(F)F)c2)C1 (stereo not given)	3	-0.1	-13	2	2	-4	-4	3	0.1	3
CCCCn1c(-c2nonc2NC(=O)c2ccccc2Cl)nc2ccccc21	3	0.1	-18	0	4	4	2	-1	-0.3	6
Cc1c(C(=O)NCc2ccco2)oc2ccc(S(=O)(=O)N3CCC4(CC3)OCCO4)cc12	·	-1.5	-6	6	·	4	2	-8	0.3	-6
CN(C)C(=O)c1ccc(NC(=O)COC(=O)CC23CC4CC(CC(Br)(C4)C2)C3)cc1	-1	-0.3	-19	6	-1	-7	-4	2	-0.4	5
O=C(c1cccc(C(=O)N2CCN(c3ccccc3F)CC2)c1)N1CCN(c2ccccc2F)CC1	10	1.6	0	1	4	3	-4	5	-0.1	1
O=C(C1=C[C@H](c2ccc3c(c2)OCO3)C[C@H](OCCCCO)O1)N1CCOCC1	0	0.8	10	5	-1	0	-52	2	-0.6	4
CCOC(=O)/C(=N/Nc1ccccc1)Sc1nnnn1-c1ccc(C)cc1	0	3.0	9	-2	-2	11	-4	14	-0.5	0
CN(C)S(=O)(=O)c1cccc(C(=O)NCC(C)(C)CNC(=O)c2cccc(S(=O)(=O)N(C)C)c2)c1	0	-9.1	-15	2	-2	1	7	-6	0.7	3
O=C(O)c1nc(N2CCCC2)ncc1Cl	0	3.1	-6	0	5	0	5	6	-0.6	-4
Oc1ccc(/C=N/NC(=S)Nc2cccnc2)c(O)c1O	-4	-0.1	-9	4	-1	44*	-1	-5	0.3	0
Cc1ccc(S(=O)(=O)N(C)[C@H]2C[C@H]3c4cc(-c5ccccc5C)ccc4CCN3C[C@H]2[C@H](C)O)cc1	2	·	·	-1	3	4	-14	5	5.8	·
O=C(NC1CCSc2ccccc21)c1ccccc1Br (stereo not given)	0	2.7	7	-9	-3	1	2	-4	-0.3	-10
O=C(COC(=O)CNC(=O)c1ccc(Cl)cc1Cl)Nc1cccc(S(=O)(=O)N2CCCC2)c1	1	0.7	1	-1	6	8	6	0	-0.1	3
COc1cc(-c2noc(CCC(=O)NC3CCCC3)n2)cc(OC)c1OC	-2	-0.8	3	-8	-8	-4	-6	1	0.6	7
CCOCCCNC(=O)COc1ccc(OC)cc1	-2	-2.1	-3	0	1	-1	5	-5	0.0	-1
COc1ccc(-c2cc([C@H]3[C@@H]4C=CCC[C@@]4(C)C(=O)N3Cc3ccccc3)ccc2F)cc1OC	-2	1.3	2	-1	-12	1	6	-10	0.7	16
O=C(Nc1nccs1)C(Br)C(Br)c1ccccc1 (stereo not given)	7	-2.0	8	4	-4	2	-2	-6	0.7	14
Cc1cc2ccccc2c(=O)n1CC(=O)NCC(=O)N1CCN(c2ccccc2)CC1	2	-1.7	-1	8	-3	-2	-23	2	0.2	-4
Cc1cc(C(=O)Nc2nc3ccc(S(C)(=O)=O)cc3s2)c(C)o1	-2	4.8	5	5	-2	18	4	-4	-0.7	0
Nc1c(N(CCO)C(=O)C2CCCCC2)c(=O)[nH]c(=O)n1Cc1ccccc1	-4	2.2	4	3	-1	2	-86	-3	-0.8	-2
CCN(Cc1ccccc1)CC(O)COc1ccccc1 (stereo not given)	-1	-0.7	5	-1	2	-2	1	2	-0.3	-9
O=C(COc1ccc2c(c1)C(=O)CC1(CCCCC1)O2)NCc1ccccc1	3	-2.7	11	4	4	-6	-337	4	-9.6	-12
Cn1c(SCC(=O)Nc2nc3c(s2)CCCC3)nnc1-c1ccccc1	1	-1.6	-4	-11	1	-3	8	1	0.5	5
CCNc1nc2nc3ccc(C)cn3c(=O)c2cc1C(=O)NCC1CCCO1 (stereo not given)	17	1.9	10	-5	0	7	i	8	75*	-2
O=C(/C=C/c1cn(-c2ccccc2)nc1-c1ccc2c(c1)OCCO2)NCCCN1CCOCC1	-3	1.1	26*	-4	-3	0	-27	-25	-2.0	11
COc1ccc(CSc2n[nH]c(C)n2)cc1[N+](=O)[O-]	1	0.7	15	-1	3	1	-11	13	0.4	0
Nc1ccn(C2OC(CO)C(O)C2O)c(=O)n1 (stereo not given)	2	-5.6	-1	2	3	1	-5	0	-0.3	-10
Cc1ccc(N2C(=O)CC(N(CCc3ccccc3)C(=S)Nc3ccc(N(C)C)cc3)C2=O)cc1 (stereo not given)	1	-0.3	16	-9	-1	18	0	-6	0.5	-1
NC(=O)c1cc[n+](Cc2ccc([N+](=O)[O-])cc2)cc1	3	0.3	-7	0	-4	2	-2	6	0.5	2
CN1/C(=C\C(=S)Nc2ccccc2)C(C)(C)c2ccccc21	1	0.8	3	4	-1	0	-5	14	1.6	7
CCO[C@@H]1OC(C(=O)NC2CC2)=C[C@H](C(C)(C)C)[C@H]1CCCO	0	0.4	-7	4	4	-4	-5	4	-0.4	-1
